Compound activity deposited in PubChem by Sanford-Burnham Center for Chemical Genomics.
APJ antagonist: blocks the human apelin receptor APJ | P35414 | CHO-K1 APJ beta-arrestin complementation, luminescence | 330,000 compounds, 0.32% hits | AID 2521 | inhibition, % at 20 µM;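 active = inhibition above about 40% at 20 µM, limit read from the data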;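 also: cells challenged with 10 nM apelin-13 agonist together with compound; plate controls were apelin-13 plus DMSO wells for no effect and DMSO wells lacking apelin-13 for full effect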
Mdm2 MdmX PPI: inhibitors of human Mdm2/MdmX interaction; inhibition, % at 8 µM; 330,000 compounds, 3% hits; O15151+Q00987; SaOS-2 split-luciferase Mdm2/MdmX complementation, luminescence;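 active = inhibition of at least 50% at 8 µM in the primary screen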
Target sequence (O15151 whole entry, looked up): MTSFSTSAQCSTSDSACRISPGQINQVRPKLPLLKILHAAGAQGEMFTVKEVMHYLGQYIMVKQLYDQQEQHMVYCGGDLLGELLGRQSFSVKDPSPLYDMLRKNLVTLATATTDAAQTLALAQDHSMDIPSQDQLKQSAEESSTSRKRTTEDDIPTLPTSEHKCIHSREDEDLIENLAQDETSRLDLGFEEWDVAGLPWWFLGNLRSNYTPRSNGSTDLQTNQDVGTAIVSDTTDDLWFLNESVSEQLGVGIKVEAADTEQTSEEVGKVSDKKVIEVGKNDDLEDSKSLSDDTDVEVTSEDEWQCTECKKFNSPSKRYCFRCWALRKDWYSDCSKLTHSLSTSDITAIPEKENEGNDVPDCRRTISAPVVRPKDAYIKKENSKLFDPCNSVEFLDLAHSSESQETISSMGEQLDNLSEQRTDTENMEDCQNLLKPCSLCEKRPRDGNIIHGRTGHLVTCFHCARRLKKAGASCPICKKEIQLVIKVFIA
Target sequence (Q00987 whole entry, looked up): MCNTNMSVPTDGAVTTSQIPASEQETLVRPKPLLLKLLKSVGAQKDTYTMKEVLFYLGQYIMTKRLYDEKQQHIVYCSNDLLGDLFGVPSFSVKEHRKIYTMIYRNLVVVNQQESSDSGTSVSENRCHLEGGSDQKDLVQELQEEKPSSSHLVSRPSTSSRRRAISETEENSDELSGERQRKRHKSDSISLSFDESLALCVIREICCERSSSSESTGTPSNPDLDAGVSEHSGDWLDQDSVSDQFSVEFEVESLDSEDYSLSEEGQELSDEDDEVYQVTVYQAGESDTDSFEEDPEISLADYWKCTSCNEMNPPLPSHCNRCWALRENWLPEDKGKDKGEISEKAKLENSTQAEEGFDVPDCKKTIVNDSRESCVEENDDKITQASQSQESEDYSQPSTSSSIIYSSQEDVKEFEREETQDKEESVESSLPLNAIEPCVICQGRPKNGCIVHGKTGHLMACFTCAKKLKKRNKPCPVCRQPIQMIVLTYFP
XBP1 UPR activ: adaptive UPR (XBP1) activation; activation, % at 20 µM; 330,000 compounds, 0.33% hits; CHO-XBP1 luciferase reporter, IRE1-XBP1 UPR activation, luminescence; percent of tunicamycin response, DMSO as zero;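 active = versus positive control, 20 µM dose yields 30% or more activation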;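 also: 100% = tunicamycin at 10 µg/mL and 0% = DMSO only wells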
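incubation = overnight seeding at 37 °C, 6 h compound treatment at 37 °C | assay system = CHO-XBP1 cells stably carrying IRE1-XBP1-driven luciferase reporter | input = 1000 cells per well | detection = luciferase luminescence | dosing = single point, 20 µM final compound, 1% DMSO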
697 NFkB inh: lowers PMA/ionomycin-induced NF-kB signal in 697 B cells | 330,000 compounds, 0.33% hits | inhibition, % at 4 µM | 697 B-cell NF-kB luciferase reporter, 16 h; in the data active = inhibition above about 35%
Jurkat NFkB inh: lowers PMA/ionomycin-induced NF-kB signal in Jurkat cells; PMA/ionomycin-induced NF-kB luciferase reporter, luminescence; inhibition, % at 4 µM; 330,000 compounds, 0.53% hits; AID 435003; in the data active = inhibition above about 50%
APJ agonist: agonists of human APJ apelin receptor; P35414; CHO-K1 APJ PathHunter beta-arrestin, luminescence; 0% DMSO wells, 100% apelin; activation, % at 20 µM; 330,000 compounds, 0.11% hits; AID 2520;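 active = activation more than six SD over the plate average, tested at 20 µM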;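 also: 0% = DMSO alone and 100% = apelin-13 at 10 nM; some results filed as inactive read as strong as hits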
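Test system: CHO-K1 APJ beta-arrestin complementation cell line | Compound: Single test compound dose, 20 µM final, 1% DMSO | Incubation: Compound 90 min 25 °C, reagent 1 h | Measured by: beta-gal luminescence | Read-out basis: APJ–arrestin association signal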
CHOP UPR activ: activators of apoptotic arm of unfolded protein response (CHOP); activation, % at 10 µM; CHO-CHOP luciferase reporter, UPR activation, luminescence; percent of tunicamycin response over DMSO baseline; AID 449763; 330,000 compounds, 0.34% hits;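 active = at 10 µM dose, activation of 40% or more, normalized to positive control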;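 also: 100% = tunicamycin at 10 µg/mL and 0% = DMSO alone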
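assay system = CHO CHOP reporter cells | amount = 500 CHO-CHOP cells per well | buffer or medium = F12 with 10% FBS | incubation = 16-18 h cell attachment, then 6 h compound exposure, 37 °C | detection = luminescence read with Steady-Glo | read-out = percent activation relative to tunicamycin control | controls = tunicamycin high control, DMSO low control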
tim23-1 inh: inhibits growth of tim23-1 mutant yeast; S. cerevisiae tim23-1 growth, BacTiter-Glo luminescence, 24 h; inhibition, % at 20 µM; 330,000 compounds, 1.3% hits;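 active = growth inhibition of the mutant yeast at or above 50%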;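 also: temperature-sensitive mutant grown at 25 °C; plate controls were DMSO-treated mutant yeast for no effect and medium wells lacking yeast for full effect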
Starred values were filed as active, the others as inactive; x = not tested or not shown.

Each structure is followed by: APJ antagonist, Mdm2 MdmX PPI, XBP1 UPR activ, 697 NFkB inh, Jurkat NFkB inh, APJ agonist, CHOP UPR activ, tim23-1 inh
(1) Cc1cc(C(=O)Nc2sc3c(c2C#N)CCCCC3)cs1
  10, -67, 1, -179, -186, -5, 2.4, 18
(2) O=C(NC1CCCC1)C(c1ccccn1)N(C(=O)c1csnn1)C1CCCC1 (centres undefined)
  -3, 13, -2, -2, -10, -7, 0.9, 6
(3) CC(C)CNS(=O)(=O)c1ccc(CCC(=O)O)cc1
  3, -12, -4, 17, 4, -1, -0.8, -4
(4) O=c1c(Cc2ccccc2)c(O)ccn1Cc1ccco1
  -22, 17, -3, -8, -1, -3, -0.9, 4
(5) O=C(CC(Cc1ccccc1)C(=O)O)Nc1ccc(F)cc1 (centres undefined)
  -12, 14, -4, -7, -12, 1, 2.7, 16
(6) O=C(COC(=O)c1ccccc1)Nc1ccccc1N1CCOCC1
  3, 16, -5, 16, -12, -3, -1.7, 0
(7) COc1ccc(CNC(=O)CSc2nnc(C)n2-c2ccc(F)cc2)cc1
  4, 19, 1, -9, 12, -1, -1.3, -1
(8) CC(=O)OCCn1c(Br)nc2c1c(=O)[nH]c(=O)n2C
  6, -1, 0, -1, -2, -2, 0.3, 7
(9) CCOC(=O)c1n[nH]c2ccccc12
  -3, -4, 0, -4, -4, -3, 5.7, -4
(10) COc1cccc(CN(C)C(=O)c2ccccc2Sc2ccccc2C#N)c1
  -30, 7, -4, -22, -7, -3, 0.5, 34
(11) Cc1cc(C)cc(S(=O)(=O)c2cn(C)c3cc(N4CCN(C)CC4)c(F)cc3c2=O)c1
  14, 96*, 7, 12, -10, 38*, 5.6, -6
(12) Cc1ccc(N2CC(C(=O)Oc3cccc(N4C(=O)CCC4=O)c3)CC2=O)cc1 (centres undefined)
  -2, 9, 0, 10, 4, -1, -3.7, 9
(13) C=CCn1c(=O)[nH]c2cc(C(=O)N3CCN(c4cccc(Cl)c4)CC3)ccc2c1=O
  -2, 26, 2, -17, 5, 2, -1.7, 5
(14) O=C(Nc1cccc(/C=C/c2nc3ccccc3c(=O)[nH]2)c1)c1ccccc1Cl
  -9, 10, 4, -97, -83, 5, 6.1, 0
(15) Nc1ccc(N2C(=O)c3ccccc3C2=O)c(Cl)c1
  9, 21, -9, 12, 3, -2, 0.9, 6
(16) Cc1nc(N2CCCCC2)c2c(C)c(C(=O)Nc3ccccc3C(F)(F)F)sc2n1
  6, 12, -1, -14, -11, -3, -0.3, 7
(17) O=C(CCS(=O)(=O)c1ccc(Br)cc1)N1CCN(c2ccccc2F)CC1
  3, 12, -3, 10, 6, -4, -0.4, 16
(18) CC(C)c1ccc(NC2=NCC(=O)N2Cc2cccs2)cc1
  -3, -12, 1, -34, -12, -3, -0.6, 34
(19) N#CC1=C2SCN(Cc3ccco3)CN2C(=O)CC1c1ccccc1F (centres undefined)
  -3, 15, -2, -4, 4, 1, -0.1, 17
(20) Cc1ccc(-c2nnc(Cc3ccc([N+](=O)[O-])cc3)o2)cc1
  -19, -58, -4, -54, -108, 2, 2.6, 6

Single records (already shown).
Shown for Cc1ccc(-c2nnc(Cc3ccc([N+](=O)[O-])cc3)o2)cc1 → APJ antagonist = -19; Mdm2 MdmX PPI = -58; XBP1 UPR activ = -4; 697 NFkB inh = -54; Jurkat NFkB inh = -108; APJ agonist = 2; CHOP UPR activ = 2.6; tim23-1 inh = 6
Shown for Cc1nc(N2CCCCC2)c2c(C)c(C(=O)Nc3ccccc3C(F)(F)F)sc2n1 → APJ antagonist = 6; Mdm2 MdmX PPI = 12; XBP1 UPR activ = -1; 697 NFkB inh = -14; Jurkat NFkB inh = -11; APJ agonist = -3; CHOP UPR activ = -0.3; tim23-1 inh = 7

(continued)
Each structure is followed by: APJ antagonist, Mdm2 MdmX PPI, XBP1 UPR activ, 697 NFkB inh, Jurkat NFkB inh, APJ agonist, CHOP UPR activ, tim23-1 inh
(21) NNC(=O)CCc1c[nH]c2ccccc12
  12, -7, -2, 11, -9, -4, 0.6, 2
(22) CC1=C(C)Cc2c(OC(=O)c3ccccc3)ccc(OC(=O)c3ccccc3)c2C1
  6, -2, -3, -1, -17, -2, -0.5, 5
(23) CCOc1ccc(NCc2nnc(SCC(=O)Nc3cc(C)on3)n2-c2ccc(OC)cc2)cc1
  -1, 10, 0, 0, 4, -3, 1.3, -5
(24) Cc1ccc(N(C)C(=O)CCS(=O)(=O)c2ccc3c(c2)oc(=O)n3C)cc1
  14, -10, -4, 2, 3, -3, -0.2, 8
(25) O=C(O)c1cc(-c2cccs2)nc2ccc(F)cc12
  25, 21, -2, -13, -3, -4, -0.4, 1
(26) COc1ccc(C(=O)NCCNc2nc3cc(C)c(C)cc3cc2C)cc1
  17, 18, -3, -34, -21, -2, -0.3, 38
(27) O=C(NC1CCCC1)C(c1ccccn1)N(C(=O)c1csnn1)C1CC1 (centres undefined)
  -5, 17, 2, -8, 0, 1, -0.2, 2
(28) Cc1cc(OC(C)C(=O)N(Cc2ccco2)C2CCS(=O)(=O)C2)ccc1Cl (centres undefined)
  11, 7, 0, -4, -12, -2, -0.4, 3
(29) CCOC(=O)N1CCN(C(=O)c2cn(CC(C)C)c(=O)c3c2c2ccccc2n3C)CC1
  -5, -2, -3, 18, -4, -4, 1.1, 15
(30) CCOc1ccc(/C=C/C(=O)N2CCOCC2)cc1OC
  3, 15, -1, -1, -8, -2, 0.4, 1
(31) Cc1ccc(N(CC(=O)O)S(C)(=O)=O)cc1Cl
  12, -12, -1, -13, -4, -3, -0.1, 8
(32) CCCCNC(=O)Nc1nnc(-c2ccccc2)o1
  6, -19, 4, -4, 7, 0, 1.6, 15
(33) CC(=O)N1CC=CC1(C)C(=O)O (centres undefined)
  -24, 13, 3, 3, 23, -1, -0.6, 8
(34) COc1cccc2cc(C(=O)NCc3ccc(C)cc3)c(=O)oc12
  -10, 15, 7, 11, -7, -2, 0.0, -14
(35) CC(=O)Oc1ccc(-c2cccc(C(=O)NCC(=O)O)c2)cc1
  6, -24, 0, -1, 8, -2, -1.2, -10
(36) CC(C)c1ccc(OCC(=O)Nc2ccccc2C(=O)N2CCOCC2)cc1
  -31, 23, -3, -3, 10, -7, -0.4, 15
(37) CC(C)(C)OC(=O)C[C@@H]1C/C=C\C[C@@H](CC(=O)N[C@@H](CO)Cc2ccccc2)C(=O)N2CCC[C@H]2COC1=O
  4, 10, -3, 14, 3, -5, 0.4, 13
(38) Cc1cccc(NC(=O)CSc2nc(COc3ccccc3)nc3ccccc23)c1C
  5, 20, -1, -36, -11, -1, -2.5, 19
(39) CCCCN1CC(=O)N2[C@H](c3ccc(OC)cc3)[C@@H]3C(=O)N(CC)C(=O)[C@@H]3[C@]2(C)C1=O
  2, 21, -1, 6, -13, -6, -0.1, -4
(40) CCSc1nnc(NC(=O)C2Cc3ccccc3CN2C(=O)c2ccco2)s1 (centres undefined)
  9, -3, -3, -17, -12, -4, 1.4, -2

Grouped by structure, the compounds so far with four or more nitrogen atoms
Each structure is followed by: APJ antagonist, Mdm2 MdmX PPI, XBP1 UPR activ, 697 NFkB inh, Jurkat NFkB inh, APJ agonist, CHOP UPR activ, tim23-1 inh
(2) O=C(NC1CCCC1)C(c1ccccn1)N(C(=O)c1csnn1)C1CCCC1 (centres undefined)
  -3, 13, -2, -2, -10, -7, 0.9, 6
(7) COc1ccc(CNC(=O)CSc2nnc(C)n2-c2ccc(F)cc2)cc1
  4, 19, 1, -9, 12, -1, -1.3, -1
(8) CC(=O)OCCn1c(Br)nc2c1c(=O)[nH]c(=O)n2C
  6, -1, 0, -1, -2, -2, 0.3, 7
(13) C=CCn1c(=O)[nH]c2cc(C(=O)N3CCN(c4cccc(Cl)c4)CC3)ccc2c1=O
  -2, 26, 2, -17, 5, 2, -1.7, 5
(16) Cc1nc(N2CCCCC2)c2c(C)c(C(=O)Nc3ccccc3C(F)(F)F)sc2n1
  6, 12, -1, -14, -11, -3, -0.3, 7
(23) CCOc1ccc(NCc2nnc(SCC(=O)Nc3cc(C)on3)n2-c2ccc(OC)cc2)cc1
  -1, 10, 0, 0, 4, -3, 1.3, -5
(27) O=C(NC1CCCC1)C(c1ccccn1)N(C(=O)c1csnn1)C1CC1 (centres undefined)
  -5, 17, 2, -8, 0, 1, -0.2, 2
(29) CCOC(=O)N1CCN(C(=O)c2cn(CC(C)C)c(=O)c3c2c2ccccc2n3C)CC1
  -5, -2, -3, 18, -4, -4, 1.1, 15
(32) CCCCNC(=O)Nc1nnc(-c2ccccc2)o1
  6, -19, 4, -4, 7, 0, 1.6, 15
(40) CCSc1nnc(NC(=O)C2Cc3ccccc3CN2C(=O)c2ccco2)s1 (centres undefined)
  9, -3, -3, -17, -12, -4, 1.4, -2

Next entries
Each structure is followed by: APJ antagonist, Mdm2 MdmX PPI, XBP1 UPR activ, 697 NFkB inh, Jurkat NFkB inh, APJ agonist, CHOP UPR activ, tim23-1 inh
(41) O=C(N1CCN=C1SCc1cccnc1)C12CC3CC(CC(C3)C1)C2
  9, 14, -1, -30, 9, -1, 0.0, 45
(42) CCN(CC)C(=O)[C@H]1C[C@H](CC(=O)NCCN2CCOCC2)C(=O)N2CCc3c([nH]c4ccc(Cl)cc34)[C@]12C
  x, -6, -2, -7, x, x, 0.5, 27
(43) CCOC(=O)C(NCCc1ccccc1)(NC(C)=O)C(F)(F)F (centres undefined)
  3, 1, -2, 18, -5, -2, -0.1, 3
(44) O=C(O)C(=O)Nc1ccc(NC(=O)C(c2ccccc2)c2ccccc2)cc1
  -1, -12, 1, -20, -36, -3, -1.6, 23
(45) O=C(NC1CC(=O)N(c2ccccc2)C1)C(=O)c1c[nH]c2ccccc12 (centres undefined)
  -30, -21, -1, -9, -25, 3, 1.9, 3
(46) Cc1ccc(-c2nn(-c3ccccc3)cc2/C=N/NC(=O)CSc2nnc(C)n2-c2ccccc2)cc1
  -12, 13, 15, -50, -47, -1, 4.7, 17
(47) CCOc1ccc(Cl)cc1CNCCNCC(C)O (centres undefined)
  6, -18, 0, 12, -8, 2, -2.0, -17
(48) O=C(Cn1cnnn1)NCc1ccccc1
  5, 14, 1, -24, -12, 1, -1.1, 2
(49) Cc1ccc(-c2nnc(SCC(=O)N/N=C/c3ccccc3C(=O)O)n2C2CCCCC2)cc1
  27, 15, -5, -1, 7, -6, 1.3, 23
(50) CCCCCCCCc1nc(SC(C)C(=O)O)n[nH]1 (centres undefined)
  7, 6, 1, 3, 14, -2, 0.0, 0
(51) Cc1ccc(C)c(N2CCN(S(=O)(=O)c3ccc4c(c3)C(C)(C)C(=O)N4C)CC2)c1
  12, 11, -4, 18, 15, -3, -0.1, 16
(52) CC(=O)NS(=O)(=O)c1ccc(NC(=O)COc2cccc3c2OC(C)(C)C3)cc1
  17, 7, 1, -4, 15, 2, 3.8, 11
(53) COc1ccc(NC(=O)Nc2ccc(Br)cn2)cc1
  5, -9, 4, -68, -59, -3, 4.4, 3
(54) c1ccc(CSc2nnc(NC3=NCCCCC3)s2)cc1
  6, -73, 3, -50, -49, -2, 2.3, 24
(55) Cc1csc(NC(=O)C(Cc2ccccc2)n2cccc2)n1 (centres undefined)
  -48, -18, -3, -26, -15, -1, 3.8, 22
(56) Cc1ccccc1OCCC(=O)Nc1ccc2c(C)cc(=O)oc2c1
  -19, -6, -4, 7, -7, 7, 2.2, -3
(57) CCN(CC)c1cc(C)c2ccccc2n1
  -3, -23, -1, -9, 3, -2, 0.9, 9
